# HT1080-NT tox – kills 2HG-producing HT-1080-NT fibrosarcoma cells; HT-1080-NT fibrosarcoma viability, CellTiter-Glo ATP luminescence, 48 h; Potency, µM (series often up to 46.1 µM), for inactives: at the highest dose activity, negative = less viability, actives largely listed as cytotoxic; hit rate 1.6% among 360,000; AID 686970;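 further: NT is the 2HG producing partner of a matched IDH1 knockdown line; potency means the concentration at half of the fitted maximal effect; 0% = DMSO-treated cells and -100% = media-only wells without cells; nearly all actives have a fitted effect of over 55% in size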
#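 HT-1080-NT fibrosarcoma cells (2HG-overproducing), 750 cells/well in RPMI with 5% FBS, dosed after 2 h and incubated 48 h at 37C. CellTiter-Glo luminescence normalized to DMSO and no-cell wells; concentration-response curves fitted and classed.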
# IL1B secr inh – inhibitors of inflammasome signaling (IL-1 beta secretion) | activity change, % at 57.5 µM | hit rate 4.7% among 360,000 | THP-1 LPS/ATP IL-1B secretion, AlphaLISA, 16 h; stronger effect = lower value; in the data active means activity change below about -50%; inconclusive means mostly about -30% to -49%; further: on the % scale 0 is the no-effect control and ±100 the full control effect
#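 THP-1 cells pretreated 1 hr with compounds (up to 57.5 uM final), then stimulated with LPS (250 ng/mL final) plus ATP (1.25 mM final); secreted IL-1B measured by AlphaLISA after 16 hr, decreased signal indicating inhibition.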
# HT1080 IDH1KD tx – toxicity to HT-1080 IDH1 knockdown cells (counter line); HT-1080 IDH1 knockdown viability, ATP luminescence, 48 h; Potency, µM (series often up to 46.1 µM), inactives show at the highest dose activity, negative = toxicity, actives largely listed as cytotoxic; hit rate 2% among 360,000; AID 686971;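 further: potency means the concentration at half of the fitted maximal effect; 0% = DMSO wells and -100% = cell-free medium wells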
#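 Cytotoxicity counter-line: IDH1KD HT-1080, 48 h, CellTiter-Glo. Curves classed by r2, magnitude and activity.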
# SW480 rerep – induces DNA re-replication in SW480 colon adenocarcinoma cells. Potency, µM (highest dose often 46.1 µM), for the others: at the top dose re-replication activation, actives largely listed as activators. SW480 DNA re-replication, Hoechst DNA content imaging, 48 h. hit rate 1.8% among 340,000; further: potency means the concentration at half of the fitted maximal effect; % of control where 0% means no effect; nearly all actives have a fitted effect of over 55% in size
#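 SW480 cells exposed to compounds for 48 hr at 37 C, 5% CO2, then Hoechst-stained 40 min. Nuclear DNA content imaged by fluorescence scanning (405 nm excitation, 500-530 nm emission); re-replication scored as increased high-intensity nuclei.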
# ATXN viability – viability counter-screen for ATXN expression inhibitors; AID 651635; Potency, µM (top dose mostly 56.7 µM), hits mostly cytotoxic; hit rate 0.49% among 400,000; S2 cells (HEK-293 line with an ATXN2-luciferase reporter) viability, CellTiter-Fluor protease fluorescence, 24 h; further: potency means the concentration at half of the fitted maximal effect; nearly all actives have a fitted effect of over 40% in size
# ATXN2 expr inh – reduces ATXN2 reporter expression in HEK-293 cells; HEK-293 ATXN2-luciferase reporter, luminescence, 24 h; Potency, µM (top dose mostly 57 µM), without a hit: at the highest dose activity change, negative = inhibition, actives largely listed as inhibitors; hit rate 0.72% among 360,000; further: potency means the concentration at half of the fitted maximal effect; on the % scale 0 is the no-effect control and ±100 the full control effect; nearly all actives have a fitted effect of over 55% in size
#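 ATXN2-luciferase reporter cells (luciferase flanked by upstream and downstream ATXN2 gene portions) were treated 24 h at 37 °C with compounds at up to 57 uM. SteadyGlo luminescence gave expression; GF-AFC fluorescence gave viability.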
# KB-V1 MDR tox – KB-V1 MDR subline cytotoxicity; hit rate 3.4% among 400,000; AID 1347076; KB-V1 MDR cells viability, CellTiter-Glo, 72 h; Potency, µM (highest dose often 46.1 µM), inactives show at the highest dose activity change, negative = cytotoxicity, hits mostly cytotoxic; further: potency means the concentration at half of the fitted maximal effect; on the % scale 0 is the no-effect control and ±100 the full control effect; nearly all actives have a fitted effect of over 60% in size
#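 Cytotoxicity via CellTiter-Glo luminescence after 72 h compound exposure at 37 degrees C. Cells: drug-selected KB-V1 line, DMEM phenol-red free plus 10% FBS. Compounds tested at multiple concentrations; normalized data fitted to concentration-effect curves.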
# MCF10A rereplic – DNA re-replication induction in MCF 10a cells | MCF 10A DNA re-replication, Hoechst nuclear intensity, 48 h | Potency, µM (highest dose often 46.1 µM), for inactives: top-dose activity, positive = re-replication, most hits filed as activators | hit rate 2.9% among 350,000; further: potency means the concentration at half of the fitted maximal effect; % of control where 0% means no effect; nearly all actives have a fitted effect of over 50% in size
# KB-3-1 tox – kills parental KB-3-1 adenocarcinoma cells; KB-3-1 viability, CellTiter-Glo ATP luminescence, 72 h; Potency, µM (doses to about 46.1 µM), without a hit: at the highest dose activity change, negative = cytotoxic, usual class: cytotoxic; hit rate 1.4% among 400,000; further: potency means the concentration at half of the fitted maximal effect; on the % scale 0 is the no-effect control and ±100 the full control effect; nearly all actives have a fitted effect of over 60% in size
#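 Using CellTiter-Glo luminescence, growth of non-resistant KB-3-1 adenocarcinoma cells is assessed 72 h after pin-tool compound addition at 37 °C. Normalized responses across the concentration series yield fitted curves.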
# * marks the source's active call; other numbers are inactive results; i = inactive; ? = inconclusive; / = not tested or not shown; [ ] = remark or other dose. Unless noted, the call rests on the fitted dose curve; in most records, active means well fitted curve in the direction sought with a large enough effect; inconclusive means small, poorly fitted or top-dose-only effect, or another doubt; inactive means no such curve, though single readings can be large; an effect the other way counts as inactive or inconclusive.
SMILES	HT1080-NT tox	IL1B secr inh	HT1080 IDH1KD tx	SW480 rerep	ATXN viability	ATXN2 expr inh	KB-V1 MDR tox	MCF10A rereplic	KB-3-1 tox
Cc1cc(=O)n(C)c(=O)n1CCCCCCOc1cccc([N+](=O)[O-])c1	13%	-1	1%	-119%[inhibitor]	i	-18%	7.3µM*	-72%[inhibitor]	?
C[C@@H]1CN(Cc2nnnn2CC(=O)NCCCn2cccn2)C[C@H](C)O1	5%	4	-3%	/	i	/	24%	/	5%
CC(C)NC(=O)c1ccc(NC(=O)N2CCCCc3ccccc32)cc1	/	/	/	/	i	11%	-8%	/	0%
CC(C)c1cc(C(=O)Nc2cc(Cl)ccc2O)no1	-16%	-22	-11%	5%	i	73%[activator]	-9%	-7%	-9%
COc1nc(NC2CCCCC2)nc(N2CCCCCC2)n1	?	3	?	2%[9.22 µM]	i	-21%	?	19%	?
COc1cccc(C=CC(=O)C=CC=Cc2ccccc2)c1	?	-59*	?	?	i	-6%	?	16µM*	0%
CCn1c(CN2CCN(C(c3ccccc3)c3ccccc3)CC2)nc2c1c(=O)n(C)c(=O)n2C	7%	20	3%	-27%	i	-18%	-1%	17%	-4%
COc1ccc(Cl)cc1C(=O)Nc1cc(=O)n(C)c(=O)n1C	-7%	14	0%	-1%	i	-9%	3%	6%	1%
O=C(CSc1nc(O)c(Cc2ccccc2F)c(=O)[nH]1)N1CCCCCC1	-4%	0	-1%	15%	i	3%	-11%	9%	23%
Cc1ccc(OCC(=O)N/N=C2/SCC(=O)N2Cc2ccccc2)cc1	3%	0	3%	/	i	-3%	?	-5%	18%
CC1(C)C2CCC1(C)C(OC(=O)CCn1ccnc1)C2 (centres undefined)	0%	19	-4%	-2%	i	3%	0%	19%	-3%
O=C(Cc1ccccc1)NC(NCCc1ccccc1)C(Cl)(Cl)Cl (centres undefined)	-2%	-2	-13%	4%	i	-8%	1%	0%	10%
O=c1c2ccccc2nc(COc2ccccc2)n1/N=C/c1ccco1	-3%	?	-1%	-6%	i	11%	-13%	19%	-9%
COc1cc2c(cc1OC)C(CNC(=O)C=Cc1cc(OC)c(OC)c(OC)c1)C2 (centres undefined)	-7%	-13	1%	/	i	/	-20%	/	-8%
CC1CCC(C(C)C)C(=O)/C1=C\c1ccc(NC(=O)CCC(=O)O)cc1 (centres undefined)	-1%	0	-10%	7%	i	-14%	3%	5%	0%
Cn1c(SCC(=O)NC2CC2)nnc1-c1cccc(NC(=O)c2ccccc2F)c1	13%	-15	10%	-10%	?	-4%	2%	-2%	12%
COc1cc(CNC2CCCC2)cc(Br)c1OCC(=O)Nc1ccccc1C	-6%	0	-1%	0%	i	/	3%	-2%	-3%
CCOC(=O)C1C(=O)C(C(C)=O)C(=O)CC1CC(C)SCC (centres undefined)	3%	8	20%	-13%	i	-3%	21µM*	-6%	4%
COC(=O)c1c(C)oc(C)c1S(=O)(=O)N1CCOCC1	1%	-7	0%	-11%	i	/	7%	2%	6%
O=C(CNC(=O)c1cccc(F)c1)NC1CC1	0%	2	0%	-3%	i	2%	/	15%	/
CNC(=O)c1ccsc1NC(=O)c1ccc(Cl)s1	-1%	-10	-3%	-8%	i	13%	25%	2%	2%
O=C(Nc1ccc(F)cc1F)C1CCN(S(=O)(=O)c2cccnc2)CC1	24%	3	10%	2%	i	12%	-17%	-3%	-6%
COC(=O)C(NC(C)=O)(Nc1ccc(Br)cc1)C(=O)OC	?	10	-10%	-6%	i	-12%	1%	3%	?
CC(C)NC(=O)CSc1c2c(nc3ccccc13)CCCC2	10%	34	10%	-3%	i	7%	16%	1%	2%
O=C(c1ccccc1)N1CCC(O)(c2cccnc2)CC1	4%	-15	-2%	-5%	i	/	-4%	-5%	-2%
CCNC(=S)NNc1nc(N2CCCCC2)nc(N2CCOCC2)n1	-4%	17	3%	1%	i	-5%	?	2%	?
CCOC(=O)C(NC(=O)c1ccc(Cl)cc1Cl)(Nc1ccc(C)cc1)C(F)(F)F (centres undefined)	-2%	-21	-6%	-6%	i	-4%	1%	0%	1%
COc1ccc(S(=O)(=O)N2CCCCC2)cc1NC(=O)Cc1cccs1	-1%	-4	-4%	0%	i	4%	/	?	/
COc1ccc(NC(=O)c2oc3ccccc3c2NC(=O)c2cc3ccccc3o2)cc1	/	/	/	/	i	-24%	?	/	-20%
N#C/C(=C\c1ccc(N2CCCC2)c([N+](=O)[O-])c1)c1nc2ccccc2[nH]1	13%	0	7%	-15%	/	/	13%	-1%	-2%
CCCCN(CCCC)CCCNC(=O)C1CC(c2ccc(C(F)(F)F)cc2)=NO1 (centres undefined)	0%	?	-6%	-3%	i	-8%	-8%	-18%	-3%
COc1ccc(OC(=O)c2cc(S(=O)(=O)N3CCCC3)ccc2Cl)cc1	-1%	5	?	-7%	i	7%	21%	-10%	10%
Cc1ccccc1CN(C)CC(=O)Nc1c(C)cccc1C(C)C	-7%	-86*	-21%	1%	i	-19%	?	2%	?
Cc1ccc(C(=O)NCCCNC(=O)Cc2ccc(Cl)cc2)cn1	14%	18	24%	-1%	i	-7%	0%	3%	10%
COc1ccc(C(=O)NCC(=O)N/N=C(C)\C=C\c2ccccc2)cc1OC	-2%	?	-1%	0%	?	/	-2%	10%	1%
CC(C)CC(NC(=O)CC12CC3CC(CC(C3)C1)C2)C(=O)NC1=NCCS1 (centres undefined)	-13%	-4	-14%	-49%[inhibitor]	i	58%[activator]	?	-49%[inhibitor]	1%
NC(COCc1ccccc1)c1csc(Nc2ccc(C(=O)c3ccccc3)cc2)n1 (centres undefined)	18µM*	-66*	?	/	?	?	2%	/	-1%
Cc1[nH]c2ccccc2c1NC(=O)CN1CCN(c2cccc(C(F)(F)F)c2)CC1	18µM*	8	?	?	i	-16%	-9%	?	-12%
CSCC[C@@H](C(=O)NCc1cccs1)N1Cc2ccccc2C1=O	-5%	-13	-5%	6%	i	1%	0%	-1%	0%
CC[n+]1c(P(=O)([O-])c2ccccc2)[nH]c2ccccc21	1%	0	2%	2%	i	-2%	?	-2%	10%
CSc1ccc(CN2CCC(C)(Oc3cccc(C#N)c3)C2)cc1 (centres undefined)	-25%	-3	-8%	/	i	-19%	-12%	/	0%
COCC(=O)Nc1ccc(N2CCOCC2)c(S(=O)(=O)Nc2ccc(OC)cc2)c1	-16%	0	-19%	?	?	1%	?	?	?
NNC(=O)C=C1CCN(c2ncc(C(F)(F)F)cc2Cl)CC1	-1%	11	-4%	3%	i	2%	1%	5%	-12%
CCOc1ccc(C2=NC(c3cccs3)=Nc3ccc(CC)cc3N2)cc1OCC	/	/	/	/	?	29%	-10%	/	-1%
Cc1cc(S(=O)(=O)N2CCOCC2)ccc1OCC(=O)N1CCCCC1	13%	-7	3%	9%	i	-9%	-18%	-6%	4%
S=C(CN1CCCC1=S)N1CCOCC1	15%	2	18%	-11%[9.22 µM]	i	-7%	0%	?	3%
Cc1ccccc1C(=O)Nc1nc(SCc2ccc(Cl)cc2)n[nH]1	10%	-1	-1%	-65%[inhibitor]	i	50%[activator]	4%	?	-1%
CC1CCN(S(=O)(=O)c2ccc3c(c2)N(CC(=O)NCCN2C(C)CCCC2C)C(=O)CS3)CC1 (centres undefined)	-8%	-15	2%	0%	?	-9%	?	0%	-28%
Cc1cc(Cl)c(S(=O)(=O)N2CCN(c3ccccn3)CC2)cc1OCC(=O)NC1CCCCC1	?	?	-8%	5%	?	/	0%	17%	?
COc1ccccc1CNC(=O)CCc1c(C)nc2c(c(C)nn2-c2ccc(C)c(C)c2)c1C	/	/	/	/	i	6%	?	/	15%

# (continued)
SMILES	HT1080-NT tox	IL1B secr inh	HT1080 IDH1KD tx	SW480 rerep	ATXN viability	ATXN2 expr inh	KB-V1 MDR tox	MCF10A rereplic	KB-3-1 tox
NC(=O)C1(N2CCCCC2)CCN(S(=O)(=O)c2cc(Cl)ccc2Cl)CC1	-7%	-10	-6%	0%	i	-10%	-12%	-14%	0%
COc1ccc(-c2noc(CN(C)C(=O)c3ccc4c(c3)OCO4)n2)cc1OC	-5%	27	3%	-4%	i	4%	-23%	-2%	12%
O=C(COc1ncnc2ccccc12)NCCCN1CCCC1=O	7%	-9	17%	-12%	i	1%	0%	-181%[0.0737 µM]	2%
O=C(CN1C(=O)/C(=C\c2ccccc2Cl)Oc2ccccc21)NCc1cccnc1	?	-9	?	?	/	-34%	-24%	?	1%
COc1ccc(S(=O)(=O)n2cnc(C)c2)cc1	11%	-10	7%	-11%	i	-32%	2%	-1%	-1%
CC(C)(C)N1CC(OC(N)=O)C1	9%	1	10%	-10%	i	/	10%	6%	?
CCOC(=O)c1c(-c2ccccc2)csc1NC(=O)CCN1C(=O)c2ccccc2C1=O	12%	0	8%	7%	i	3%	-11%	28%	6%
O=C(c1ccco1)N1N=C(c2ccc3nccnc3c2)CC1c1ccccc1 (centres undefined)	-2%	-27	-1%	-18%	?	17%	-7%	1%	-1%
COc1ccc(Nc2nc(-c3cccs3)nc3ccccc23)cc1	?	-3	?	2%	i	-15%	18µM*	16µM*	?
O=C(CCSc1ccc(Cl)cc1)c1ccco1	0%	-96*	0%	?	?	/	?	?	4%
O=C(c1cccc(Br)c1)c1coc2ccc(O)cc12	-2%	-9	1%	-21%	i	/	7%	3%	0%
Cc1ccc(Nc2ncc3c(n2)CC(C)(C)CC3=O)cc1	1%	?	10%	11%	i	7%	1%	19%	15%

# Hits appear at their usual frequency; overall some 11% were active at least once.
